Screening data from PubChem.
ADAM10 inh = inhibits human ADAM10; recombinant ADAM10, EDANS/DABCYL FRET peptide cleavage, 3 h; inhibition, % at 7 µM; actives 0.62% (n = 370,000); AID 720582;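 active means inhibition above a per-campaign cutoff equal to the mean of compounds falling between control-based bounds plus 3 SD, cut at about 20% in these data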;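 further: 0% = DMSO wells while the 100% control is not disclosed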
hcDAF-12 act = activators of H. contortus DAF-12 nuclear receptor; AID 652067; HEK293 hcDAF-12 lit1-tk-luc reporter, luminescence; 0% DMSO, 100% Δ7-dafachronic acid; actives 1.4% (n = 370,000); activation, % at 6.8 µM;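 active means activation above the mean of all tested compounds plus 3 SD, cut at about 5.5% in these data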;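 further: 100% = response to 3 µM Δ7-dafachronic acid high control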
PG9 binder = PG9 antibody binding by small molecule; TR-FRET gp120-PG9 antibody binding; inhibition, % at 6.7 µM; actives 0.43% (n = 360,000); in the data active means inhibition above about 8.5%
GC-A act = GC-A (human) enzyme activation. P16066. HEK293 GC-A cells, cGMP TR-FRET, EC30 ANP; 0% at EC30 ANP, 100% saturating ANP. activation, % at 10 µM. actives 0.14% (n = 370,000). AID 1671463; in the data active means activation above about 40%
Target sequence (P16066 whole entry, looked up): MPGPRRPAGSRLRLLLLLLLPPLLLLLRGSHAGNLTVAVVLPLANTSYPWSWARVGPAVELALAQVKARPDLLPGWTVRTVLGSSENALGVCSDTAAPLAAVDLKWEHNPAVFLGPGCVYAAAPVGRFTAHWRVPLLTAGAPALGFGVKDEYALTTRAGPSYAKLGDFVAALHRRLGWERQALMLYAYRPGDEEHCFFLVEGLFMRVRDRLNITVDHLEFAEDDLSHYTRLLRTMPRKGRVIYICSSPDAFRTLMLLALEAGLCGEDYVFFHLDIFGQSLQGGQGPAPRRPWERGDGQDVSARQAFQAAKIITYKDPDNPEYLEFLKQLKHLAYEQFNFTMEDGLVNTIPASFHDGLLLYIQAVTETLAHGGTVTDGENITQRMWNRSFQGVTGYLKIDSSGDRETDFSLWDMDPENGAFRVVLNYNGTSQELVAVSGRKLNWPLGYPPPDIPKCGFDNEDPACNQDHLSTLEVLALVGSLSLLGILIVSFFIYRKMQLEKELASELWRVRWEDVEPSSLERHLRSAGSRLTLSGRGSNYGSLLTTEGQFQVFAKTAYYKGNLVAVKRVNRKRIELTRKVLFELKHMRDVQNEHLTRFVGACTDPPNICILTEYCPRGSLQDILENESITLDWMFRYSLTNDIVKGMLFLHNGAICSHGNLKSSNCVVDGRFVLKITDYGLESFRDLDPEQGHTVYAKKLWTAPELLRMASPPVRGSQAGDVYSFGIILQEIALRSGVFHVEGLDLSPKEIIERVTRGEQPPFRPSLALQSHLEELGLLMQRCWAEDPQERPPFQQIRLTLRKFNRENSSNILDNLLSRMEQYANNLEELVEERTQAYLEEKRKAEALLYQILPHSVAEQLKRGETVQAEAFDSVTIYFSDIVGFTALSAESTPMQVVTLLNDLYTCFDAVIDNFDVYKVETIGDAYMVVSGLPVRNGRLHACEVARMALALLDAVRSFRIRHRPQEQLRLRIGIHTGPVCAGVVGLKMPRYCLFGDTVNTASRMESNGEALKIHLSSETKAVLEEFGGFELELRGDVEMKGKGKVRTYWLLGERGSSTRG
hgDAF12 agonist = hgDAF-12 agonism, primary luciferase screen | activation, % at 6.8 µM | AID 687014 | HEK293 GAL4-hgDAF12 UAS-luciferase reporter, agonist luminescence; normalized to butyrate control | actives 1.8% (n = 370,000);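 active means activation above a cutoff set at the mean of all screened compounds plus 3 SD, cut at about 10% in these data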;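 further: 0% = DMSO wells and 100% = sodium butyrate wells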
GAA850 FXN act = activators of GAA850 frataxin (FXN) promoter; HEK293 lucGAA850 FXN promoter luciferase reporter, 24 h; percent of 10 µM SAHA response; activation, % at 6 µM; actives 0.56% (n = 360,000); AID 540364;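 active means activation above the average of all compounds screened plus 3 SD, cutoff fixed separately per campaign, cut at about 7.5% in these data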;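 further: 0% = DMSO wells and 100% = 10 µM SAHA wells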
ADAM17 inh = inhibitors of human ADAM17; recombinant ADAM17, EDANS/DABCYL FRET peptide cleavage; inhibition, % at 6.95 µM; actives 0.83% (n = 370,000);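 active means inhibition above the mean of compounds lying between control limits plus 3 SD, set per campaign, cut at about 8.5% in these data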;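 further: 0% = DMSO-only wells as the low control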
DAX1 inh-1 = blocks DAX1 repression of SF-1 activated StAR promoter; HEK293T StAR-luciferase reporter, SF-1/DAX-1 repression relief; inhibition, % at 6.8 µM; actives 1.1% (n = 370,000); AID 652010;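 active means inhibition above the mean over all tested compounds plus 3 SD, cut at about 3.6% in these data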;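 further: 0% = DAX-1 cells with DMSO and 100% = cells lacking DAX-1 with DMSO; higher inhibition means more luminescence from relief of DAX-1 repression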
SMARCA2 act = increases SMARCA2 function in MMTV reporter cells; MG213 cells, MMTV-luciferase reporter, dexamethasone, overnight; activation, % at 9.1 µM; actives 1% (n = 370,000); in the data active means activation above about 7.8%;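 further: 0% = vehicle wells and 100% = reference activator wells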
DAX1 inh-2 = inhibits human nuclear receptor DAX1; P51843; AID 504766; HEK293 Gal4-DAX1 luciferase reporter, luminescence; inhibition, % at 6.75 µM; actives 0.99% (n = 340,000);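 active means inhibition above the mean over all tested compounds plus 3 SD, cut at about 4.2% in these data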;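 further: 0% = DAX1-transfected cells with DMSO and 100% = empty-vector control cells with DMSO; inhibition shows as a rise in luminescence from relieved DAX1 repression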
ssDAF12 agonist = activators of S. stercoralis DAF-12 nuclear receptor. HEK293 ssDAF-12/GRIP1 lit1-tk-luc reporter, luminescence; % of 3 µM dafachronic acid response. AID 652126. actives 1% (n = 370,000). activation, % at 6.8 µM;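 active means activation above the mean over all tested compounds plus 3 SD, cut at about 0.9% in these data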;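 further: 0% = DMSO-only wells and 100% = 3 µM delta7-dafachronic acid wells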
* marks the source's active call; other numbers are inactive results; / = no result given. Compounds as they come; 6.8% or so of the library scored in one or more.

nr	structure	ADAM10 inh	hcDAF-12 act	PG9 binder	GC-A act	hgDAF12 agonist	GAA850 FXN act	ADAM17 inh	DAX1 inh-1	SMARCA2 act	DAX1 inh-2	ssDAF12 agonist
1	CC1CC(C)CN(S(=O)(=O)c2ccc(Oc3ccc([N+](=O)[O-])cc3)cc2)C1 (stereo not given)	-2	0.0	0.6	3	-0.9	-2.1	-2	-0.5	0	-0.8	-0.9
2	CCNC(=O)N(CCOC)CC1CCCN(C2Cc3ccccc3C2)C1 (stereo not given)	-9	0.9	0.0	7	1.6	1.6	-2	0.1	0	2.5	-0.6
3	Cc1nc2ccccc2c(=O)n1NC(=O)c1ccc([N+](=O)[O-])cc1	8	0.2	0.1	-1	-3.7	4.1	0	0.3	-2	0.7	-1.5
4	O=C(COC(=O)/C=C/c1cccc(F)c1)NC1CCCCCC1	3	0.4	0.4	0	1.2	0.4	1	0.0	-5	1.4	-0.9
5	Cc1ccc(NC(=O)/C(Cl)=C/c2ccccc2)cc1C	0	9.7*	-1.8	8	20*	6.2	4	7.0*	3	1.6	1.0*
6	O=C(NCc1cccc(OC(F)(F)F)c1)c1cccc2c1C(=O)c1ccc(-c3ccc(F)cc3OCc3ccccc3)cc1S2(=O)=O	-10	0.6	8.0	1	2.0	-1.0	-2	-0.2	0	-0.9	-1.1
7	CCc1ccc(NC(=S)Nc2ccc3cn[nH]c3c2)cc1	-41	1.7	0.1	4	8.8	-0.8	-18	-1.1	-1	0.1	-0.5
8	O=C(Nc1ccccc1)c1cc(S(=O)(=O)N2CCOCC2)cs1	0	0.0	-0.4	4	-0.9	-1.1	-5	-0.1	-4	-0.9	-1.2
9	COc1ccc(C(=O)N2CCCC(c3nc(-c4ccc(C)o4)no3)C2)cc1OC (stereo not given)	-7	-1.1	1.1	2	-0.9	1.3	-3	0.3	-1	-0.9	-1.2
10	COCCN(C(=O)CCc1ccc(OC)cc1)c1nnc(-c2ccncc2)s1	-7	-1.6	-0.1	-5	1.2	2.5	-5	-0.2	-1	0.6	-2.2

Next section
nr	structure	ADAM10 inh	hcDAF-12 act	PG9 binder	GC-A act	hgDAF12 agonist	GAA850 FXN act	ADAM17 inh	DAX1 inh-1	SMARCA2 act	DAX1 inh-2	ssDAF12 agonist
11	CCOC(=O)C1=C(C)N=c2s/c(=C\c3ccc(OCC(=O)O)c(OC)c3)c(=O)n2C1c1ccc(OC)cc1 (stereo not given)	-7	1.2	0.6	-8	-2.6	-0.3	-4	-0.2	-1	0.0	-1.6
12	C=CCn1nnc2sc3c(c2c1=O)CCC(C)C3 (stereo not given)	3	-1.2	-0.4	-11	2.4	8.7*	2	0.1	3	1.1	-1.2
13	COc1ccc(C(C(=O)NC2CCCC2)N(C(=O)c2ccco2)c2cc3c(cc2C(C)=O)OCO3)cc1 (stereo not given)	-5	-0.7	0.2	-15	-1.0	-2.8	-4	0.2	-3	-0.2	-1.1
14	CC1(C(=O)NS(=O)(=O)c2ccc(Cl)cc2)CCN1C(=O)CC1CCCC1 (stereo not given)	-1	-1.3	0.0	0	5.3	2.0	0	0.3	-1	/	-0.7
15	CCOc1c(C)cc2[nH]c(CCC(=O)O)nc2c1C	0	-1.3	0.0	3	-0.2	0.4	-5	-0.1	0	-0.5	-1.5
16	Cc1ccc(N(CCC#N)C(=O)COC(=O)C2CCN(c3ccc(C(F)(F)F)cn3)CC2)cc1	-9	-1.9	-0.8	-1	-0.7	1.3	-4	0.8	-1	-0.2	-1.0
17	Clc1ccc(-c2nnnn2-c2ccc(Cl)c(Cl)c2)cc1Cl	1	0.3	1.1	-4	1.8	1.5	5	0.4	-4	-0.3	-0.6
18	COc1ccc(CCNC(=O)C2=CC=CN3CCS(=O)(=O)N=C23)cc1	-72	-0.5	-1.6	-1	1.7	1.4	-18	1.7	5	0.5	-1.6
19	O=C(/C=C/c1cccs1)NCc1cccnc1	4	-0.9	-1.4	4	-0.1	2.3	-3	0.8	6	0.1	-0.8
20	CC(C)C(c1nnnn1Cc1ccc(F)cc1)N1CCN(Cc2ccc3c(c2)OCO3)CC1 (stereo not given)	0	-1.7	1.1	0	-2.8	-0.2	-2	-0.9	-1	-0.3	-1.5

Compounds shown so far that have a thiophene ring, fused or not (three):
nr	structure	ADAM10 inh	hcDAF-12 act	PG9 binder	GC-A act	hgDAF12 agonist	GAA850 FXN act	ADAM17 inh	DAX1 inh-1	SMARCA2 act	DAX1 inh-2	ssDAF12 agonist
8	O=C(Nc1ccccc1)c1cc(S(=O)(=O)N2CCOCC2)cs1	0	0.0	-0.4	4	-0.9	-1.1	-5	-0.1	-4	-0.9	-1.2
12	C=CCn1nnc2sc3c(c2c1=O)CCC(C)C3 (stereo not given)	3	-1.2	-0.4	-11	2.4	8.7*	2	0.1	3	1.1	-1.2
19	O=C(/C=C/c1cccs1)NCc1cccnc1	4	-0.9	-1.4	4	-0.1	2.3	-3	0.8	6	0.1	-0.8

Going on with the list.
nr	structure	ADAM10 inh	hcDAF-12 act	PG9 binder	GC-A act	hgDAF12 agonist	GAA850 FXN act	ADAM17 inh	DAX1 inh-1	SMARCA2 act	DAX1 inh-2	ssDAF12 agonist
21	CCN(C(=O)CN1CCN(c2ccccc2F)CC1)c1c(N)n(Cc2ccccc2)c(=O)[nH]c1=O	-9	-0.4	-1.7	-1	-3.9	2.7	-2	0.3	-3	0.9	-1.6
22	CCC1CCC2(CC1)NC(=O)N(CC(=O)Nc1ccc(OC)cc1)C2=O (stereo not given)	-11	1.4	0.4	-1	0.8	0.9	-2	0.2	-1	-0.1	-1.1
23	O=C(Oc1ccc(Cl)c2cccnc12)N1CCCCC1	-18	-0.1	-1.1	1	4.0	2.7	-7	-0.1	0	1.6	-1.0
24	Cc1ccc(OCCNC(=O)C(=O)NCc2ccco2)cc1	6	-1.2	-0.3	2	0.3	-5.2	0	0.1	0	3.7	-1.3
25	CC(C)(C)NC(=O)c1ccc2c(c1)CCO2	-4	0.2	-0.1	1	-0.5	-0.1	-5	0.4	5	2.1	-1.8
26	Cc1ccc(S(=O)(=O)N2CCOCC(=O)NCCOCCNC(=O)COCC2)cc1	-6	-0.3	-1.3	7	-1.2	-0.8	-9	0.9	0	0.6	-1.4
27	O=Cc1cc(Cl)ccc1OCCN1CCC(Cc2ccccc2)CC1	-2	-1.0	-0.4	0	1.5	2.9	-2	-0.3	-1	0.0	-1.4
28	Cc1ccc(-n2c(C)cc(C(=O)OCC(=O)N(C)C3CCS(=O)(=O)C3)c2C)cc1 (stereo not given)	-6	-1.7	0.1	-1	0.4	2.6	-5	-0.4	0	-0.1	-1.5
29	CCOC(=O)C1CCN(c2ccc([N+](=O)[O-])c(C(C)=O)c2)CC1	7	0.2	0.3	3	1.3	0.3	1	-0.8	-2	0.2	-1.9
30	CCSc1nnc(NC(=O)CCNC(=O)c2ccccc2Cl)s1	-2	1.2	-3.1	-3	7.1	0.4	-1	1.2	3	1.8	-0.7

More records follow.
nr	structure	ADAM10 inh	hcDAF-12 act	PG9 binder	GC-A act	hgDAF12 agonist	GAA850 FXN act	ADAM17 inh	DAX1 inh-1	SMARCA2 act	DAX1 inh-2	ssDAF12 agonist
31	Cc1onc(-c2ccccc2)c1C(N)=O	6	0.9	1.8	1	0.0	3.2	-1	0.1	1	0.8	-1.2
32	COc1cc(-c2noc(CCCC(=O)Nc3ccc(C(N)=O)cc3)n2)cc(OC)c1OC	1	1.0	-2.2	-3	1.6	1.8	-2	-0.2	-2	/	-1.9
33	O=C(CCC(=O)N1CCN(S(=O)(=O)c2ccc(Cl)cc2)CC1)NC1CCCc2ccccc21 (stereo not given)	-5	-1.0	0.9	1	-2.9	0.1	-2	-0.2	-1	0.4	-0.8
34	O=C(NCCN1C(=O)C2C3C=CC(C3)C2C1=O)Nc1ccccc1O (stereo not given)	-3	1.0	-3.7	3	4.0	1.8	-1	0.0	-1	2.9	-0.6
35	CN(Cc1c(F)cccc1Cl)C(=O)c1ccc(COc2ccccc2)cc1	6	0.2	-0.7	5	-1.9	0.7	-2	-1.0	-2	0.3	-1.7
36	O=C(COc1ccc(S(=O)(=O)N2CCc3ccccc32)cc1Cl)NCc1ccccn1	5	0.5	-0.8	-36	1.6	5.5	5	-0.2	1	-0.8	0.9*
37	O=C(COC(=O)c1ccc[nH]c1=O)NC1CCCCC1	-5	0.6	0.8	4	0.1	1.3	0	1.1	0	0.6	-1.1
38	CC(C)N(Cc1ccccc1)C(=S)NC(=O)C1(C)CC1(Cl)Cl (stereo not given)	-12	-0.2	0.4	-2	3.2	-1.1	-4	-0.7	-3	0.6	-1.4
39	COc1ccc(CNC(=O)C(OC(C)=O)c2ccccn2)cc1 (stereo not given)	-1	-0.4	-1.5	0	3.5	1.9	-4	0.4	0	0.3	-0.8
40	CC(C)Nc1nnc(SC(C)C(=O)Nc2ccc(N3CCOCC3)cc2)s1 (stereo not given)	-8	0.2	-3.0	-2	-0.6	0.7	1	-0.1	-1	1.3	-0.6

Quoted at random: two entries already listed, in no set order.
nr	structure	ADAM10 inh	hcDAF-12 act	PG9 binder	GC-A act	hgDAF12 agonist	GAA850 FXN act	ADAM17 inh	DAX1 inh-1	SMARCA2 act	DAX1 inh-2	ssDAF12 agonist
31	Cc1onc(-c2ccccc2)c1C(N)=O	6	0.9	1.8	1	0.0	3.2	-1	0.1	1	0.8	-1.2
38	CC(C)N(Cc1ccccc1)C(=S)NC(=O)C1(C)CC1(Cl)Cl (stereo not given)	-12	-0.2	0.4	-2	3.2	-1.1	-4	-0.7	-3	0.6	-1.4

(next part)
nr	structure	ADAM10 inh	hcDAF-12 act	PG9 binder	GC-A act	hgDAF12 agonist	GAA850 FXN act	ADAM17 inh	DAX1 inh-1	SMARCA2 act	DAX1 inh-2	ssDAF12 agonist
41	COc1ccc(-n2nnc3c(=O)n(C/C=C/c4ccccc4)cnc32)cc1	2	-1.3	2.1	-3	2.8	1.1	-5	-0.9	-1	0.9	-1.6
42	CN1CCN(S(=O)(=O)c2ccc(NC(=O)C3CCCO3)cc2)CC1 (stereo not given)	0	-0.9	3.2	-3	0.3	2.6	-5	-0.6	-5	0.8	-1.1
43	NC(c1ccccc1)c1csc(Nc2ccc(S(N)(=O)=O)cc2)n1 (stereo not given)	-8	-0.5	-0.5	-1	-2.4	0.4	-5	-0.5	-1	/	-0.7
44	CC(O)(c1ccc(F)c(F)c1)c1nc(-c2ccc(Cl)cc2)cs1 (stereo not given)	12	-1.3	-0.7	3	2.5	2.8	5	-1.1	-3	/	-0.7
45	CC(=O)N1CCN(c2ccc(NCc3ccc(C)s3)cc2)CC1	-185	0.0	-8.9	-5	-3.9	-0.8	-61	-2.9	-1	-0.3	-1.0
46	CCc1ccc(/C=N/NC(=O)Cc2cccn2C)cc1	-2	0.5	0.8	2	2.6	5.5	-5	0.5	-5	1.0	-1.0

Limited to hcDAF-12 act, for five of the compounds above:
entry	molecule	hcDAF-12 act
36	O=C(COc1ccc(S(=O)(=O)N2CCc3ccccc32)cc1Cl)NCc1ccccn1	0.5
37	O=C(COC(=O)c1ccc[nH]c1=O)NC1CCCCC1	0.6
38	CC(C)N(Cc1ccccc1)C(=S)NC(=O)C1(C)CC1(Cl)Cl (stereo not given)	-0.2
39	COc1ccc(CNC(=O)C(OC(C)=O)c2ccccn2)cc1 (stereo not given)	-0.4
40	CC(C)Nc1nnc(SC(C)C(=O)Nc2ccc(N3CCOCC3)cc2)s1 (stereo not given)	0.2
